B2AR arrestin – beta2AR (human) beta-arrestin recruitment activity; 330,000 compounds, 0.02% hits; beta-arrestin recruitment to beta2AR, cell-based reporter; P07550; Potency, µM (highest dose often 46.1 µM), for the others: at the top dose activation, most hits filed as activators; AID 492947;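 further: potency means the concentration at half of the fitted maximal effect; 0% = DMSO controls and full agonism = EC100 isoproterenol or metaproterenol; nearly all actives have a fitted effect of over 65% in size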
Chronic BCR inh – chronic active BCR signaling inhibition | Potency, µM (highest dose often 46.1 µM), for the others: at the highest dose ratio change, negative = lower green/red ratio, hits mostly inhibitors | 340,000 compounds, 0.05% hits | ABC-DLBCL IkBa-CBG/CBR reporter, luminescence ratio, 4 h; active means well fitted inhibition curve with a large enough effect in the signal ratio, with a control signal flat, not every such curve was filed as active; inconclusive means small, poorly fitted or top-dose-only effect, or effect the other way, or a change in a side signal; the % refers to the signal ratio;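 further: potency means the concentration at half of the fitted maximal effect; plate controls were basal doxycycline-induced cells for no effect and cells given 10 µM MG132 for full effect; MG132 reads +100%, hits lower the ratio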
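Cell line TMD8 (human ABC DLBCL), stably expressing tet-inducible CBG68-IkBa fusion and CBR; IMDM/0.5% FBS; cpd up to 46 uM; dox induction, 4 h, 37C/5% CO2; dual luminescence; green/red ratio; MG132 control.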
ASM inhibitor – inhibitors of human secretory acid sphingomyelinase. Potency, µM (top dose mostly 57.5 µM), for inactives: at the highest dose activity change, negative = inhibition, hits mostly inhibitors. P17405. 340,000 compounds, 0.006% hits. placental ASM, HMU-PC fluorogenic substrate, 60 min. AID 504937; further: potency means the concentration at half of the fitted maximal effect
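Human placenta-derived ASM preincubated with compound 10 min at room temperature, then reacted with 9 uM (final) fluorogenic HMU-PC substrate for 60 min at 37 C. Stop solution raises pH to 10; fluorescence read at Ex 386/Em 447 nm.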
Giardia killer – kills Giardia lamblia; activity change, % at 7.66 µM, hits read low; 340,000 compounds, 0.15% hits; AID 540267; Giardia lamblia trophozoite viability; in the data active means activity change below about -80%; inconclusive means between about -30% and that limit;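 further: parasites exposed to compound for two days anaerobically before the ATP read; on the % scale 0 is the no-effect control and ±100 the full control effect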
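Giardia trophozoites, 100 cells per well, were exposed to compounds for 48 hrs at 37 deg C under anaerobic conditions; viability was then read as ATP content by bioluminescence after 15-30 min at room temperature.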
Tb PFK block – inhibitors of T. brucei phosphofructokinase; O15648; T. brucei PFK, ADP-Glo luminescence; Potency, µM (highest dose often 57.5 µM), for inactives: at the highest dose activity, negative = inhibition, usual class: inhibitors; 330,000 compounds, 0.17% hits; AID 485367;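 further: potency means the concentration at half of the fitted maximal effect; 0% = uninhibited 1x PFK enzyme wells and -100% = no-enzyme wells; nearly all actives have a fitted effect of over 60% in size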
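Compounds were pin-transferred as a titration series up to 57 uM into substrate buffer (0.5 mM F6P, 0.1 mM ATP, pH 8.0), then 1.25 nM PFK was added and reactions ran 45 min before ADP-Glo detection.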
PTAP TSG101 blk – blocks PTAP/TSG101 interaction to inhibit HIV-1 budding. 340,000 tested, under 10 active. Q99816. AID 493005. Potency, µM (top dose mostly 115 µM), for inactives: top-dose activity change, negative = inhibition, most hits filed as inhibitors. Fluorescence polarization, FITC-PTAP peptide / Tsg101 binding; active means well fitted inhibition curve with a large enough effect in the main read-out, with a control signal flat, not every such curve was filed as active; inconclusive means small, poorly fitted or top-dose-only effect, or effect the other way, or a change in a side signal; inactive means no such curve, though single readings can be large or run the other way; further: potency means the concentration at half of the fitted maximal effect; % of control where 0% means no effect
Target sequence (Q99816 whole entry, looked up): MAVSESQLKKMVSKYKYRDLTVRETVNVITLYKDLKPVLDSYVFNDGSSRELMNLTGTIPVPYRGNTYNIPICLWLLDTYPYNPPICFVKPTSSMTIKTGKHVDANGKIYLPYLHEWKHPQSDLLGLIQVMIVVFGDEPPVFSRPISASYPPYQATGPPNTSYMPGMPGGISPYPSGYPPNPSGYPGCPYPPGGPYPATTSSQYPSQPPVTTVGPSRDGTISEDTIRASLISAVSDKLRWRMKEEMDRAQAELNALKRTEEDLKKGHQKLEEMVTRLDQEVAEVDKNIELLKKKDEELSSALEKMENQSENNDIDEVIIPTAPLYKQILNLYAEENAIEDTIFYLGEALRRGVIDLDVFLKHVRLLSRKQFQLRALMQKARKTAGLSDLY
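Fluorescence polarization binding of Tsg101 binding domain (10 uM final) to FITC-labeled PTAP peptide (50 nM final) in HEPES pH 7.5 buffer with NaCl, Tween 20, EDTA, TCEP. Compounds added before peptide; binding 20 min at RT.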
FBPA coupling cs – coupling enzyme interference in Giardia aldolase counter-screen; coupling enzyme system counterscreen, AmpLite Red fluorescence; activity change, negative = inhibition, % at 58.2 µM, hits read low; 290,000 compounds, 0.67% hits; in the data active means activity change below about -30%; further: on the % scale 0 is the no-effect control and ±100 the full control effect
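Activity here indicates interference with the coupling reaction, not aldolase inhibition. Compounds at 57.5 uM final met coupling enzymes for 10 min at RT; substrate and AmpLite Red detection followed, with a 525/598 nm fluorescence read after 20 min.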
GALK inh – blocks human galactokinase activity. Purified GALK, Kinase-Glo residual ATP luminescence. Potency, µM (highest dose often 57.5 µM), for inactives: top-dose activity change, negative = inhibition, most hits filed as inhibitors. 270,000 compounds, 0.007% hits; further: potency means the concentration at half of the fitted maximal effect; on the % scale 0 is the no-effect control and ±100 the full control effect
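Quantitative HTS: GALK 5 nM, ATP 35 uM, galactose 100 uM, 1 h room temperature, then luciferase-based ATP detection.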
PKM2 activator – activators of human pyruvate kinase M2 | P14618 | purified PKM2, Kinase-Glo ATP luminescence, activation; response scale: 0% is enzyme alone, no compound | Potency, µM (titrated, usually from 57.5 µM), without a hit: top-dose activation, usual class: activators | 260,000 compounds, 0.34% hits | AID 1631; further: potency means the concentration at half of the fitted maximal effect; on the % scale 0 is the no-effect control and ±100 the full control effect; nearly all actives have a fitted effect of over 55% in size
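hPK-M2, >95% pure; 0.1 mM ADP / 0.5 mM PEP final; imidazole pH7.2 buffer w/ 7 mM MgCl2, 50 mM KCl; 1 h RT; Kinase-Glo lum. Intermediate enzyme activity for dual inhibitor/activator qHTS.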
a7 integrin act – integrin-mediated muscular dystrophy alleviation activation. alpha7betagal myoblasts, beta-gal FDG fluorescence, 48 h. Potency, µM (top dose mostly 38.3 µM), for inactives: top-dose activation, actives largely listed as activators. 350,000 compounds, 0.064% hits;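 further: potency means the concentration at half of the fitted maximal effect; 100% = response of the positive control SU9516; nearly all actives have a fitted effect of over 60% in size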
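Alpha7betagal+/- myoblasts (passage 13) were plated 16-24 hr, then exposed to compounds (1:260 dilution of DMSO stock) for 48 hours at 37C. After MPER lysis, β-galactosidase reporter activity was read as FDG fluorescence (ex 480/em 540) after 30 minutes.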
Menin-MLL TR inh – menin-MLL binding inhibition, Texas Red mutant peptide | O00255 | Potency, µM (series often up to 61.6 µM), inactives show top-dose FP activity change, negative = inhibition, actives largely listed as inhibitors | Menin + Texas Red MLL mutant peptide, fluorescence polarization | 270,000 compounds, 0.23% hits; active means well fitted inhibition curve with a large enough effect in the polarisation, with a control signal flat, not every such curve was filed as active; inconclusive means small, poorly fitted or top-dose-only effect, or effect the other way, or a change in a side signal; inactive means no such curve, though single readings can be large or run the other way; the % refers to the polarisation; further: potency means the concentration at half of the fitted maximal effect; % of control where 0% means no effect; many of its hits are not listed in these tables
Numbers without * were called inactive; ? = inconclusive; / = not tested or not shown; [ ] = remark or other dose. Unless noted, the call rests on the fitted dose curve; in most records, active means well fitted curve in the direction sought with a large enough effect; inconclusive means small, poorly fitted or top-dose-only effect, or another doubt; inactive means no such curve, though single readings can be large; an effect the other way counts as inactive or inconclusive.

SMILES	B2AR arrestin	Chronic BCR inh	ASM inhibitor	Giardia killer	Tb PFK block	PTAP TSG101 blk	FBPA coupling cs	GALK inh	PKM2 activator	a7 integrin act	Menin-MLL TR inh
NC(=O)C(Cc1ccccc1)NS(=O)(=O)c1ccc(N2CCCC2=O)cc1 (centres undefined)	-0.4%	7%	2%	8	0%	0%	1	2%	2%	0%	3%
COc1ccc([C@H]2CC(=O)C=C(c3ccc(OC(F)(F)F)cc3)C2)cc1	0.4%	-1%	-15%	20	-2%	0%	/	/	/	-21%	/
CC(C)C(=O)Nc1cccc(C(=O)N2CCCCC2C)c1 (centres undefined)	0.1%	?	6%	-15	0%	-9%	-1	-1%	1%	-44%[inhibitor]	-12%
Oc1cccc2ccc(/C=C/c3c(F)cccc3Cl)nc12	0.5%	?	-1%	-2	3%	-6%	-2	8%	-6%	-46%	0%
O=C(CNC(=O)c1cccc(F)c1)N/N=C/c1cccc([N+](=O)[O-])c1	-0.8%	-3%	-1%	-3	-1%	-4%	-12	0%	-20%	19%	3%
COc1ccccc1C(=O)C1CCCN(C(=O)C2CCCC2)C1 (centres undefined)	-0.5%	8%	5%	20	-8%	0%	4	7%	-12%	3%	-21%
COc1ccc(C)cc1NC(=O)CCNC(=O)Cn1cnc2ccccc2c1=O	-0.8%	?	-1%	5	-3%	0%	2	2%	1%	0%	-18%
O=c1c(O)c(-c2ccccc2)oc2cc(O)cc(O)c12	0.0%	?	-2%	-22	12%	-3%	-4	/	/	12%	?
CC(C)Nc1nnc(SCC(=O)Nc2ccc3c(c2)C(=O)c2ccccc2C3=O)s1	-3.3%	5%	-17%	1	-7%	0%	-3	1%	?	-15%	?
COc1cc(NC(=O)COc2cc(O)c3c(c2)OC(C)(C)CC3=O)cc(OC)c1	0.3%	-15%	-16%	-9	2%	-5%	2	/	-1%	-5%	?
Nc1nnc(C(c2ccccc2)c2ccccc2)s1	-0.7%	-14%	6%	-21	-1%	-6%	/	-4%	5%	-15%	18%
O=C(COC(=O)/C=C/c1cccs1)Nc1nc(-c2ccccc2)cs1	-0.6%	?	-1%	8	-6%	1%	7	0%	-6%	-22%	-16%
O=C(CSc1n[nH]c(-c2cccs2)n1)N1CCCC1	-0.2%	6%	0%	-3	-1%	-7%	/	/	/	7%	/
O=C(CSc1ccc2ccccc2n1)c1ccc2c(c1)OCO2	0.0%	?	-5%	16	5%	-1%	2	1%	-1%	11%	-4%
Cc1cccc(N2C(=O)CC(Sc3nccc(C)n3)C2=O)c1 (centres undefined)	0.4%	0%	1%	18	4%	-1%	1	6%	1%	14%	0%
Cc1cc(C)n(C(=O)c2cccc(S(=O)(=O)N3CCOCC3)c2)n1	-0.6%	?	0%	2	0%	-9%	0	1%	-7%	-5%	20%

Not a retest: entries from further up.
SMILES	B2AR arrestin	Chronic BCR inh	ASM inhibitor	Giardia killer	Tb PFK block	PTAP TSG101 blk	FBPA coupling cs	GALK inh	PKM2 activator	a7 integrin act	Menin-MLL TR inh
NC(=O)C(Cc1ccccc1)NS(=O)(=O)c1ccc(N2CCCC2=O)cc1 (centres undefined)	-0.4%	7%	2%	8	0%	0%	1	2%	2%	0%	3%
COc1ccc([C@H]2CC(=O)C=C(c3ccc(OC(F)(F)F)cc3)C2)cc1	0.4%	-1%	-15%	20	-2%	0%	/	/	/	-21%	/
CC(C)C(=O)Nc1cccc(C(=O)N2CCCCC2C)c1 (centres undefined)	0.1%	?	6%	-15	0%	-9%	-1	-1%	1%	-44%[inhibitor]	-12%
Oc1cccc2ccc(/C=C/c3c(F)cccc3Cl)nc12	0.5%	?	-1%	-2	3%	-6%	-2	8%	-6%	-46%	0%

Compound activity (PubChem BioAssay)

The list is partial; count on the stated rates, not on these rows.
